CR mimetic SO = caloric restriction mimetics inhibiting age-related superoxide in yeast. S. cerevisiae aged cells, superoxide DHE fluorescence; active compounds read low. superoxide response (% of plate mean), % at 10 µM. 330,000 tested, 0.18% active;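 active = superoxide response under a set limit, about three screen SD below normal, cut at about 65% in these data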;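 note: yeast aged for seven days with compound at 30 °C before DHE staining; 100% = average MFI of all compound-treated wells on the plate with controls excluded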
EBNA-1 inhibitor = blocks EBNA-1 binding to DNA | EBNA-1 DNA binding, fluorescence polarization | inhibition, % at 14.8 µM | 300,000 tested, 0.34% active; in the data active = inhibition above about 28%
PP5 inh = PP5 (human) phosphatase inhibition; 320,000 tested, 0.18% active; P53041; AID 1987; inhibition, % at 6.7 µM; purified PP5c, OMFP substrate fluorescence;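 active = inhibition above the campaign's mean inhibition across all tested compounds plus 3 SD, cut at about 9.5% in these data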;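 note: 0% = DMSO only and 100% = 100 µM cantharidin control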
Target sequence (P53041 whole entry, looked up): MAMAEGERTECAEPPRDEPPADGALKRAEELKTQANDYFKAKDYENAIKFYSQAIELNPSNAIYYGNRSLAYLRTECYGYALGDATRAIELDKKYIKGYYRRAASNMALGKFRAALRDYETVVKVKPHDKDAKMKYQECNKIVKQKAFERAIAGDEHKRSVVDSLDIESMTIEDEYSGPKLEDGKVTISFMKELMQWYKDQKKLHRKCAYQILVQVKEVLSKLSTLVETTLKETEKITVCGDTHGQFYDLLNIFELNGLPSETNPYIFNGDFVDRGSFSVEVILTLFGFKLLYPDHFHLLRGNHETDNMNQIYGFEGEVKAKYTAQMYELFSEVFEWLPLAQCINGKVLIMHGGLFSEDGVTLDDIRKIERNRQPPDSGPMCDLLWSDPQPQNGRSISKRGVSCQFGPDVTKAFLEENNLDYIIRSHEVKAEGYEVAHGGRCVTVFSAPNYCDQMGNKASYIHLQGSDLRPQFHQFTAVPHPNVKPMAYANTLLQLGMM
GASC-1 inh = inhibitors of human GASC-1 (JMJD2C) demethylase. inhibition, % at 2.35 µM. 330,000 tested, 0.069% active. GST-JMJD2C(1-420) H3K9me3 demethylation, DELFIA europium. AID 2099;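 active = more than half of a compound's replicate wells show inhibition beyond 50%, single wells judged on their own value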;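 note: signal counts dimethyl H3K9 product captured on neutravidin plate; 0% = median of DMSO wells and 100% = 0.3 times that DMSO median; strong numbers were not always called active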
HCV core dimer = blocks dimerization of HCV core protein | TR-FRET GST/Flag-core106 dimerization, 1536-well | inhibition, % at 5 µM | 300,000 tested, 0.33% active;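 active = inhibition above the mean of all tested compounds plus 3 SD, set per screening campaign, cut at about 45% in these data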
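System: GST-tagged and Flag-tagged HCV core protein residues 1-106 / Input: core106 proteins, GST 13.5 nM and Flag 17 nM / Buffer or medium: KF-containing HEPES buffer, pH 7.45, DTT, CHAPS, BSA / Probe or stimulus: Eu-anti-GST and XL665-anti-Flag labelled anti-tag antibodies / Schedule: 4 h, 22.5 °C incubation / Technique: TR-FRET 671 and 617 nm emission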
CTSL1 counter = cathepsin L1 inhibition, PFM18AAP counter-screen | recombinant F. hepatica cathepsin L1, Z-Leu-Arg-MCA fluorescence | inhibition, % at 5.96 µM | AID 1906 | 300,000 tested, 0.49% active;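 active = inhibition above the mean of all tested compounds plus 3 SD, set per screening campaign, cut at about 17% in these data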;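 note: 0% = plate median of test compound wells and 100% = 1 µM Z-Phe-Ala-diazomethylketone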
ZTA DNA inh = ZTA (EBV) inhibition in EBNA-1 counter-screen | P03206 | ZTA-DNA binding, fluorescence polarization | inhibition, % at 11 µM | 320,000 tested, 0.15% active | AID 2234; in the data active = inhibition above about 33%
Target sequence (P03206 whole entry, looked up): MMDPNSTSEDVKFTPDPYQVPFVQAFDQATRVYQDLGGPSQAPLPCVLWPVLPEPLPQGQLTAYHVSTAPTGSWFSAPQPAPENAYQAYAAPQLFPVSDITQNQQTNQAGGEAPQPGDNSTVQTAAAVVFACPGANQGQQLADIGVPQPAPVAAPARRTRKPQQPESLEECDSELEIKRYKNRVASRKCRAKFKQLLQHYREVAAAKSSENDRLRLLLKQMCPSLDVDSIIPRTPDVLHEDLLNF
TPT1 inh = C. albicans TPT1 enzyme inhibition; recombinant caTPT1, FP RNA substrate dephosphorylation; inhibition, % at 5 µM; 300,000 tested, 0.81% active; AID 1962;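 active = inhibition above the mean of all tested compounds plus 3 SD, set per screening campaign, cut at about 24% in these data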;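 note: plate controls were DMSO alone for no effect and ferristatin control at 100 nM for full effect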
PP1 counter = counter-screen for PP5 inhibitors: inhibitors of human PP1-alpha; purified PP1alpha, OMFP fluorescence; inhibition, % at 6.7 µM; 320,000 tested, 0.9% active; AID 2235;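 active = inhibition above the mean inhibition of all tested compounds plus 3 SD, computed separately for each screening campaign, cut at about 15% in these data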
Target sequence (P62136 whole entry, looked up): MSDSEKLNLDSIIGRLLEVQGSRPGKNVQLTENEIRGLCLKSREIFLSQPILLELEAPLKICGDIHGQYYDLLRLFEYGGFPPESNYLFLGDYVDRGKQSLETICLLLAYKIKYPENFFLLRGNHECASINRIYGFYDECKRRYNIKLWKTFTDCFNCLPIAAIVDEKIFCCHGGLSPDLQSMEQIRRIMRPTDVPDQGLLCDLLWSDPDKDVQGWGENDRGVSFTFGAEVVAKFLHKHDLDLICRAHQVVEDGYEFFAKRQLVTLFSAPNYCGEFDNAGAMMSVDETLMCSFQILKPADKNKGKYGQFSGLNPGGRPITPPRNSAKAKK
Starred values were filed as active, the others as inactive; nt = not tested or not shown; & = joins results of further samples.

Structure	TPT1 inh	CR mimetic SO	CTSL1 counter	PP1 counter	GASC-1 inh	ZTA DNA inh	HCV core dimer	EBNA-1 inhibitor	PP5 inh
Cc1cccc(NC(=O)Nc2ccc(Cl)cc2)n1	-3	107	7	-1	24	7	8	3	2.1
O=C(NC1CCCCC1)c1ccc(S(=O)(=O)c2ccccc2)cc1	-4	97	1	-1	-7	14	1	-3	1.0
O=C(NC1CCSc2ccccc21)c1cccc(OC(F)F)c1 (configuration not stated)	-3	94	0	3	10	9	14	3	3.2
Brc1ccc(OCc2ccccc2)c(CNCc2ccncc2)c1	-1	84	-1	4	6	-2	1	-3	3.6
CCCNCC1C(Oc2ccc(Cl)cc2)C(=O)N1c1ccccc1C (configuration not stated)	1	99	2	2	20	3	3	6	3.0
CC1=NNC(=O)C1CC(=O)N/N=C(\C)c1cccs1 (configuration not stated)	-4	97	1	0	1	7	3	10	-1.2
O=C(Nc1cccc(Cl)c1)c1cc(-c2ccco2)on1	2	99	3	0	-11	-4	4	-6	-0.5
O=S(=O)(c1cccc(S(=O)(=O)N2CCOCC2)c1)N1CCCCCC1	0	97	-1	0	-18	-9	-6	-2	3.8
OCc1nc2ccccc2n1CCOc1ccccc1	-4	96	-1	3	-5	0	-6	11	5.0
Cc1[nH]c2ccccc2c1C(=O)CSc1ncn[nH]1	3	96	-1	-2	3&1	14	2	2	2.4
NCCN1C(=O)S/C(=C\c2ccc3c(c2)OCO3)C1=O	-5	109	4	-1	8	-11	-1	-2	-0.2
O=C(Nc1ccc2c(c1)OCCO2)C(=S)NCc1ccccc1	-3	99	-2	1	-2	-24	-5	2	2.7
CN(C)C(=O)c1snnc1-c1ccccc1	-5	85	-4	0	6	-9	-9	-8	-6.1
COc1ccc(NC(=O)CCNC(=O)c2ccco2)cc1S(=O)(=O)N(C)C	-2	97	-3	0	-10	7	-2	3	0.3
C=CCn1c(SCc2nc3sc4c(c3c(=O)[nH]2)CCCC4)nc2ccccc2c1=O	27*	99	4	3	-2	-5	22	25	0.7
Cc1cc(=O)[nH]c(SCC(=O)c2ccc(O)c(O)c2)n1	-4	86	0	0	-1	0	-11	0	-2.0
O=C(CNC(=O)Cc1ccccc1)NCC(=O)OCC(=O)c1ccc(Cl)cc1	-3	92	-7	0	-1	7	-1	4	0.0
COc1ccc(S(=O)(=O)N2CCN(C(=O)N3CCOCC3)C2C)cc1 (configuration not stated)	-1	86	4	-1	-4	-14	-11	1	-0.2
CCCc1nc(N2CCOCC2)c(C#N)c2c1CCCC2	-2	102	3	-1	-3	7	-3	5	-0.5
COc1ccc(N2CCN(C(=O)C(OC(C)=O)c3ccccc3)CC2)cc1 (configuration not stated)	-1	97	-42	0	-3	-5	-5	5	0.5
CN(C)C(=O)N1CCC(C(=O)NC2CCCCCCC2)CC1	2	103	0	6	-11	19	-8	7	-2.6
CCOC(=O)N1CCN(C(=O)c2nn(-c3cc(OC)cc(OC)c3)c(=O)c3ccccc23)CC1	1	108	-2	-1	0	2	-1	-1	0.9
CCN(C(=O)CSc1ncccc1C(=O)O)C1CCCCC1	-3	91	-1	-4	5	-11	0	-9	-1.5
COc1ccc(N(CC(=O)N/N=C/c2cccs2)S(=O)(=O)c2ccc(OC)c(OC)c2)cc1	-1	96	-1	0	-2	-7	4	5	0.1
CS(=O)Cc1cc(Sc2ccccc2)nc(-c2cccnc2)n1 (configuration not stated)	2	95	-1	-4	2	5	10	-1	-0.1
O=C1CN(C(=O)/C=C/c2ccco2)c2ccccc2N1	-1	107	4	2	-7	-2	-1	-1	-2.4
COc1cc([N+](=O)[O-])ccc1NC(=O)CSc1n[nH]c(C(C)C)n1	0	103	-2	-1	-25	0	2	7	0.5
CN(C)C(=O)CSc1nnc(-c2cc(-c3cccs3)nc3ccccc23)o1	-1	115	-1	-1	-6	12	4	-28	2.3
Cc1ccc(NC(=O)CN2CCN(CCN=CC3=C(O)CC(c4ccc(C)cc4)CC3=O)CC2)cc1 (configuration not stated)	-2	92	1	-4	-19	2	0	1	0.7
COCCCn1nnnc1SCC(=O)Nc1nc2ccccc2s1	1	98	2	-2	-25	8	0	-6	0.2

Compound profiles (already shown).
Record of CN(C)C(=O)CSc1nnc(-c2cc(-c3cccs3)nc3ccccc23)o1 → TPT1 inh = -1; CR mimetic SO = 115; CTSL1 counter = -1; PP1 counter = -1; GASC-1 inh = -6; ZTA DNA inh = 12; HCV core dimer = 4; EBNA-1 inhibitor = -28; PP5 inh = 2.3
Record of O=C(NC1CCSc2ccccc21)c1cccc(OC(F)F)c1 (configuration not stated) → TPT1 inh = -3; CR mimetic SO = 94; CTSL1 counter = 0; PP1 counter = 3; GASC-1 inh = 10; ZTA DNA inh = 9; HCV core dimer = 14; EBNA-1 inhibitor = 3; PP5 inh = 3.2

Two entries from above, as labelled records:
> CS(=O)Cc1cc(Sc2ccccc2)nc(-c2cccnc2)n1 (configuration not stated)
- TPT1 inh: 2
- CR mimetic SO: 95
- CTSL1 counter: -1
- PP1 counter: -4
- GASC-1 inh: 2
- ZTA DNA inh: 5
- HCV core dimer: 10
- EBNA-1 inhibitor: -1
- PP5 inh: -0.1

> O=C(Nc1cccc(Cl)c1)c1cc(-c2ccco2)on1
- TPT1 inh: 2
- CR mimetic SO: 99
- CTSL1 counter: 3
- PP1 counter: 0
- GASC-1 inh: -11
- ZTA DNA inh: -4
- HCV core dimer: 4
- EBNA-1 inhibitor: -6
- PP5 inh: -0.5

The list continues:
Structure	TPT1 inh	CR mimetic SO	CTSL1 counter	PP1 counter	GASC-1 inh	ZTA DNA inh	HCV core dimer	EBNA-1 inhibitor	PP5 inh
CCN(CC)c1cc(C)c(C#N)c2nc3ccccc3n12	-2	100	5	-1	7	-4	-3	2	-1.0
OCC1(Cc2ccccc2)CCCN(Cc2c[nH]c3ccccc23)C1 (configuration not stated)	-4	94	10	-1	-8	-6	1	0	-0.8
COc1ccc(-c2noc(CCC(=O)Nc3cc(Cl)c(OC)cc3OC)n2)cc1	2	83	0	-1	11	-6	-6	-8	0.2
Cc1ccc(C(=O)NN2C(=O)CSC2=S)cc1	2	99	2	-4	-10	8	-1	7	-4.2
COCC(=O)Nc1ccc(S(=O)(=O)Nc2nccs2)cc1	-2	99	5	10	-23	-25	3	-2	0.4
Cc1ccc(OCC(=O)N/N=C\c2cn(Cc3ccccc3)c3ccccc23)cc1C	4	92	-1	-2	-1	3	21	0	0.1
O=C(COC(=O)c1cccc(C(=O)OCC(=O)NCc2ccc(F)cc2)n1)NCc1ccc(F)cc1	5	94	-6	2	4	15	3	13	-0.7
COc1cccc(OCCNc2cc(N3CCCCC3)ccc2[N+](=O)[O-])c1	-1	97	3	1	-8	-4	2	-12	-0.9
Cc1ccc(S(=O)(=O)c2ccc(NC(=O)c3c(F)cccc3F)cc2)cc1	-5	96	-1	0	-15	-13	6	-10	3.6
CC(=O)Nc1ccc(S(=O)(=O)N2C3CCCC2CC(NC(=O)C2CCCCC2)C3)cc1 (configuration not stated)	0	102	-2	3	-1	9	7	-1	-0.2
Cc1ccc(C(C)C)c(OCCNC(=S)Nc2cccc3ccccc23)c1	0	96	3	5	4	13	18	-1	0.0
O=C(O)[C@H](Cc1ccccc1)N1C(=O)c2c(Cl)c(Cl)c(Cl)c(Cl)c2C1=O	0	112	-2	2	-4	-10	5	5	0.6
CC(N=C1NS(=O)(=O)c2ccccc21)C(=O)NCCCc1ccccc1 (configuration not stated)	3	116	2	-6	95	0	-2	-13	-0.7
COc1cc(CN2CCNC(=O)C2CC(=O)NCc2csc(C(C)C)n2)cc(OC)c1 (configuration not stated)	-2	96	2	0	0	5	1	-11	3.0
CC1CCC(NC(=O)CN(C)S(=O)(=O)c2ccc3c(c2)c(=O)n(C)c(=O)n3C)CC1 (configuration not stated)	-6	98	1	2	11	3	1	2	0.7
C1=Nc2c(Nc3ccccc3)ncnc2Oc2ccccc21	3	112	3	-4	-8	11	-3	-3	1.3
O=C(Nc1c(Cl)cccc1Cl)C1CCC1	-1	111	-2	-3	-7	-6	-2	-5	4.8
O=C(CCCN1C(=O)/C(=C/c2cccs2)SC1=S)NNC(=O)c1ccccc1O	2	107	3	-1	-2	20	-2	40*	-0.9
CCOC(=O)c1sc(=NC(=O)c2cccs2)n(C)c1C	0	95	2	-2	-24	-22	4	13	7.3
Cc1ccc(NS(=O)(=O)c2cccc(C(=O)NCCCN3CCOCC3)c2)cc1	4	93	2	-1	-8	-5	-3	3	-1.2
O=C(/C=C/c1ccccc1)NCCOc1ccccc1	-2	112	1	3	-7	2	0	-3	-0.1
CC1CCCN(c2ccc(C(=O)NCCc3ccccc3)cn2)C1 (configuration not stated)	-3	111	-4	-3	5	-5	-2	0	0.1
O=C(CN(C(=O)CCC(=O)Nc1ccccn1)c1ccccc1F)NCc1ccc2c(c1)OCO2	3	95	-3	0	-4	-6	2	-10	1.8
CCN1CCN(C(CNS(=O)(=O)c2ccc(OC)c(C)c2)c2cccnc2)CC1 (configuration not stated)	-4	92	-1	-6	-45	-2	-7	1	-0.6
O=C(OCCOc1ccccc1)c1cccc(S(=O)(=O)N2CCOCC2)c1	nt	105	nt	-4	-1	-11	nt	nt	0.0
O=C1NC(=O)[C@@H]2C3c4ccccc4C=CN3[C@H](C(=O)c3cccs3)[C@H]12 (some centres not stated)	-78	132	0	-1	13	-2	5	-7	-0.1
COC(=O)c1ccc(N2C(=O)CC(N3CCN(C(=O)c4ccco4)CC3)C2=O)cc1 (configuration not stated)	2	95	1	-3	-14	-10	-5	3	1.1
O=C(OCC(=O)N1CCOCC1)c1ccc(N2CCOCC2)c([N+](=O)[O-])c1	0	96	2	-5	3	8	-4	5	-1.2
CCOC(=O)c1[nH]c2ccc(OC)cc2c1NS(=O)(=O)c1ccc(Cl)s1	3	90	-1	0	-10	8	2	1	3.9
COc1cccc(/C=C/C(=O)OCC(=O)NCCNC(=O)COC(=O)/C=C/c2cccc(OC)c2)c1	nt	88	nt	2	11	-6	nt	nt	1.9
Cc1ccc(S(=O)(=O)N(C)C)cc1NC(=O)COC(=O)Cc1ccc(Br)cc1	0	96	-4	5	6	3	2	0	1.6
O=C(Nc1ccc2snnc2c1)Nc1cccc2ccccc12	2	111	4	0	14	10	-1	3	0.5
COC(=O)C1C(O)=C(C=Nc2ccc(N)cc2)C(=O)CC1(C)C (configuration not stated)	-2	95	0	1	-2	-4	-6	-9	1.6
CCN1C(=O)C(CC(=O)Nc2ccc(C)cc2C)Nc2cc(S(=O)(=O)N(C)C)ccc21 (configuration not stated)	4	118	4	-2	9	-2	-2	-18	-1.2
Cn1c(=O)[nH]c2c(nc(-c3ccc(Cl)cc3)n2C)c1=O	-6	100	1	-1	6	0	-8	-9	-0.7
N#C/C(=C(/O)C(Cl)c1ccccc1)c1nc2ccccc2s1 (configuration not stated)	4	113	3	-2	12	18	5	9	-3.0
CC(C)(C)n1nnnc1C(c1cccs1)N(Cc1cccnc1)CC1CCCO1 (configuration not stated)	2	92	-2	-1	1	1	6	-17	2.1
CN1CCN(c2cc(-c3ccccc3)nc3cc(-c4ccc(F)cc4)nn23)CC1	-1	83	-1	0	14	6	-7	-8	3.6
O=C(/C=C/c1c(F)cccc1Cl)NCc1ccc2c(c1)OCO2	-2	100	2	0	11	8	-2	10	1.1
S=c1[nH]nc(Cc2noc3ccccc23)n1-c1ccc(Cl)cc1	3	115	6	0	3	0	3	-7	-1.2
CC(NC(=O)COC(=O)CSc1ccc(F)cc1)c1ccc(F)cc1 (configuration not stated)	3	100	-16	-1	0	-8	-3	9	0.8
COC(=O)Cn1c(=NC(=O)CCS(=O)(=O)c2ccccc2)sc2c(OC)ccc(OC)c21	1	89	-3	0	9	19	5	2	0.8

From PubChem
